FBPA Giardia inh: Giardia lamblia aldolase inhibition; A8B2U2; purified Giardia FBPA; Potency, µM (series often up to 59.6 µM), for inactives: at the top dose activity, negative = inhibition, hits mostly inhibitors; actives 0.71% (n = 290,000); AID 2451; also: potency is read from the fitted curve at half-maximal effect; % is scaled to controls: 0 for no effect and ±100 for the full control effect; nearly all actives have a fitted effect of over 55% in size
Target sequence (A8B2U2 whole entry, looked up): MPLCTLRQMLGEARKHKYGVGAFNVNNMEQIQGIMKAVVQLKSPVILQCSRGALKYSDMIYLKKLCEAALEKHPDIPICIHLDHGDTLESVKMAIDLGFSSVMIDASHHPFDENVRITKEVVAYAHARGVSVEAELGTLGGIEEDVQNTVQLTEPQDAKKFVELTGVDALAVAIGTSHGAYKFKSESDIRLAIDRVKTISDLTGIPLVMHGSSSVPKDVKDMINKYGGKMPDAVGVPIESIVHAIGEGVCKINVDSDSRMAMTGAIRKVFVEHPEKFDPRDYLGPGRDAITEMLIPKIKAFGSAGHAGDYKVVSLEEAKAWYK
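Giardia FBPA (40 nM reagent) was preincubated 10 min at RT with compound (up to 57.5 uM final), then substrate plus GAPDH/TPI/NAD/arsenate coupling system with diaphorase/resazurin was added; resorufin fluorescence (525/598 nm) was read after 20 min.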
HCV inhibitor: blocks hepatitis C virus; AID 651820; Huh7.5.1 HCVcc-Cre infection, luciferase reporter, 44 h; Potency, µM (series often up to 41.8 µM), for inactives: at the top dose activity change, negative = inhibition, most hits filed as inhibitors; actives 3.4% (n = 340,000); also: potency is read from the fitted curve at half-maximal effect; % is scaled to controls: 0 for no effect and ±100 for the full control effect
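After 44 h co-culture of compound, cells and HCVcc-Cre (~0.5 moi), substrate is added for 15 min at room temperature and luciferase measured over 15 sec. Cells were seeded at 1,000/well and pre-cultured 4 h.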
Cycloheximide cs: affects cycloheximide protein synthesis inhibition readout, counter-screen; actives 12% (n = 300,000); AID 2314; max response, %; cell reporter, cycloheximide protein synthesis inhibition counterscreen; in the data active = max response mostly above about 13%, no sharp cut-off; inactive = mostly below about 14%; also: read at 38.3 µM for the half of the compounds with a filed dose; 0% is about no effect
Shiga toxin inh: Shiga toxin inhibition; inhibition, % at 38.7 µM; AID 2315; actives 9.2% (n = 290,000); Vero cells, Shiga toxin protein synthesis inhibition reporter; in the data active = inhibition mostly above about 28%, no sharp cut-off; inactive = mostly below about 43%; also: 0% is about no effect
Pf growth 96h: P. falciparum growth inhibition at 96 hour, primary screen for plastid delayed-death inhibitors; P. falciparum luciferase reporter growth, 96 h; Potency, µM (series often up to 28.7 µM), for inactives: top-dose activity change, negative = inhibition, usual class: inhibitors; actives 6.9% (n = 320,000); also: potency is read from the fitted curve at half-maximal effect; % is scaled to controls: 0 for no effect and ±100 for the full control effect
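Delayed-death screen, second-generation endpoint: infected erythrocytes, 2% hematocrit, 0.05% parasitemia final; 96 hours at 37 C, 5% CO2; luciferase detection reagent; luminescence decrease equals reduced growth.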
Pf growth 48h: inhibits P. falciparum growth in the first generation, 48 h; actives 5.9% (n = 310,000); P. falciparum luciferase growth in erythrocytes, 48 h; Potency, µM (highest dose often 28.7 µM), for the others: top-dose activity change, negative = inhibition, most hits filed as inhibitors; AID 504832; also: potency is read from the fitted curve at half-maximal effect; % is scaled to controls: 0 for no effect and ±100 for the full control effect
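First compound was added to culture medium, then infected red cells at 0.1% parasitemia and 2% hematocrit (final). After incubation at 37 C under 5% CO2, luciferase detection reagent was dispensed and light output recorded.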
Numbers without * were called inactive; ? = inconclusive; · = not tested or not shown; & = joins results of further samples; [ ] = another dose, or the depositor's remark. Unless noted, calls follow the shape of the dose curve; as a rule, active = well fitted curve in the direction sought with a large enough effect; inconclusive = small, poorly fitted or top-dose-only effect, or another doubt; inactive = no such curve, though single readings can be large; an effect the other way counts as inactive or inconclusive. This is a random part of the collection (roughly 24% active in at least one column).

SMILES	FBPA Giardia inh	HCV inhibitor	Cycloheximide cs	Shiga toxin inh	Pf growth 96h	Pf growth 48h
COc1ccc(OC)c(C2NC(=S)NC(C)=C2C(=O)Nc2ccccn2)c1 (stereo unspecified)	0%	20%	-2	11	6%	-8%
C/C(=N\NC(N)=O)C1CC(CC(C)C)C(=O)O1 (stereo unspecified)	2%	8%	-8	-8	?	20%
Cc1cc(C)n(CCC(=O)N/N=C/c2ccccc2O)n1	?	?	10	8	315%[activator]	?
COc1cccc(/C=C/C(=O)OCC(=O)Nc2cc(S(=O)(=O)N3CCOCC3)ccc2C)c1	1%	-19%	-3	12	-3%	-6%
CC(C)Oc1ccc(C(CC(=O)O)NC(=O)Cc2ccc(Cl)cc2)cc1 (stereo unspecified)	5%	15%	-3	-5	-17%	-27%
CC(C)(C)C(=O)Nc1ccc(S(=O)(=O)NC2=NCCCCC2)cc1	·	7%	·	·	?	4%
Cc1cc(N(C)C)ccc1N=Nc1ccc2ncccc2c1	-10%	?	52*	95*	?	-21%
COc1ccc(OC)c(S(=O)(=O)N2CCCCC2C(=O)N2CCN(c3ccccn3)CC2)c1 (stereo unspecified)	1%	5%	-2	-14	25%	12µM*
Cc1ccccc1OCC(O)Cn1c(=N)n(Cc2ccccc2)c2ccccc21 (stereo unspecified)	-6%	?	-5	-45	-17%	?
CCN(CC)c1ccc([N+](=O)[O-])cc1/C=N/NC(=O)CC#N	0%	1%	-1	27	?	?
COc1ccccc1N1CCN(Cc2nc(N)nc(Nc3ccc(C)cc3)n2)CC1	7%	-18%	18	15	·	-18%
Cc1nc(/N=C(\N)NC(=O)NC2CCCCC2)nc2ccccc12	0%	11µM*	8	30*	3.3µM*	2.9µM*
O=c1c2ccccc2n(CC(O)CN2CCOCC2)c2ccccc12 (stereo unspecified)	10%	-16%	-4	-4	?	?
CCOC(=O)C1CCCN(C(=O)c2ccc3[nH]c4c(c3c2)CC(C)CC4)C1 (stereo unspecified)	·	-21%	·	·	?	9.3µM*
COc1ccc(CC(C)N2CCN(c3ccccc3)CC2)cc1OC (stereo unspecified)	-11%	4%	-3	-27	-10%	·
N#Cc1ccsc1NC(=O)C1CC(=O)N(Cc2ccccc2)C1 (stereo unspecified)	·	15%	·	·	29%	-3%
COc1ccccc1-n1cnnc1SCC(=O)N1CCN(S(=O)(=O)c2ccccc2)CC1	8%	3%	-4	3	5%	?
C=CCn1c(SCC(=O)NC(C)(C)C)nnc1-c1ccccc1O	3%	20%	-7	-13	-4%	·
O=C(NCc1ccccc1)c1nc2ccccc2s1	5%	-1%	23*	37	111%[activator]	?
Nc1nc(NCc2ccco2)nc(NC2CCCCC2)c1[N+](=O)[O-]	5%	15%	11	-15	?	-21%
Cc1nnc(SCC(=O)NC(=O)NC(C)(C)C)s1	-2%	-12%	-4	2	12%	-21%
CNC(=O)c1[nH]cnc1C(=O)Nc1ccc(OC)cc1	?	-2%	6	20	-3%	8%
CC(C)Oc1ccc(CCc2nnc(SC(C)C(=O)O)n2-c2ccccc2)cc1 (stereo unspecified)	20%	6%	-3	-13	-1%	-17%
OC(CN1CCN(Cc2ccccc2)CC1)c1ccccc1 (stereo unspecified)	-1%	18%	5	5	-11%	-7%
O=C(c1cc2ccccc2o1)N1CCN(S(=O)(=O)/C=C/c2ccccc2)CC1	1%	?	-2	-8	?	-20%
OC(C[n+]1ccccc1)c1ccccc1 (stereo unspecified)	6%	2%	-1	-4	0.66µM*	?
O=C(Nc1cccc(Cl)c1)C1CCCN(S(=O)(=O)c2ccc(F)cc2)C1 (stereo unspecified)	-13%	?	-3	-6	?	·
Cc1cc(C)cc(OCC(=O)NNC(=O)c2cc3ccccc3oc2=O)c1	1%	6%	25*	39	?	?
O=C(/C=C/c1cc2c(cc1Br)OCO2)NCc1ccc(Cl)cc1	1%	17%	-4	-12	6%	?
COc1cccc(NC(=O)CCS(=O)(=O)c2cccs2)c1	0%	1%	47*	78*	-20%	87%[activator]
O=C(CN(CCc1ccccc1)C(=O)Cn1nnc(-c2cccs2)n1)NCc1ccco1	1%	-1%	10	-8	?	-5%
CCOC(=O)c1c(-c2cccc([N+](=O)[O-])c2)csc1NC(=O)C1CC1	-22%	-7%	-5	-5	10%	-15%
CCOc1ccc(CCNC(=O)CSCc2ccc(C)cc2)cc1OCC	0%	?	6	2	0%	?
CC(C)Cn1c(N)c(C(=O)COC(=O)[C@@H]2CCCN2C(=O)c2cccs2)c(=O)n(C)c1=O	0%	-1%	4	-7	12%	0%
COc1ccc(NS(=O)(=O)c2ccc(NC(=O)Cc3cccs3)cc2)cc1	11%	3%	-3	-6	?	-11%
CCc1ccc(N(CC(=O)NC(C)C)C(=O)CCC(=O)Nc2ccccn2)cc1	-1%	14%	-2	-4	?	-11%
O=c1oc2c(-c3cccc(F)c3)cc(O)cc2s1	-3%	7%	7	2	-15%	-32%
CCc1nnc(NC(=O)c2nn(-c3ccccc3)nc2C)s1	-1%	?	7	-14	106%[activator]	46%[activator]
COc1ccc(C)cc1S(=O)(=O)Nc1ccccc1	-5%	24%	6	-2	-5%	·
COc1ccc(COc2cc(-c3cccc(OC)c3)nc3ccc(NC(=O)c4ccc(Cl)cc4)cc23)cc1	0%&-1%	6%[8.37 µM]	2&-4	30&-9	3.7µM*	2.1µM*
O=C(CSCc1ccc(C(=O)O)cc1)Nc1ccccc1	5%	2%	-4	27	-34%	20%
C=CCS(=O)(=O)N1CCCC(C(=O)c2cccc(Cl)c2)C1 (stereo unspecified)	0%	4%	1	-9	-1%	1%
CC1(C)Cc2c(sc3nnn(Cc4ccc(Cl)cc4)c(=O)c23)CO1	0%	?	-1	13	?	-16%
O=C(Cc1ccccc1)N/N=C/c1cccc([N+](=O)[O-])c1	-9%	-3%	9.6*	12	-24%	5%
Cc1nc([N+](=O)[O-])c(Br)n1CC(=O)c1cccc([N+](=O)[O-])c1	-2%	-27%	8	-12	?	?
COc1ccc(-n2nnnc2CNC(=O)C(=O)c2c(C)[nH]c3ccccc23)cc1	·	-6%	·	·	1%	?
COc1ccc(CC(=O)Oc2ccccc2C)cc1	0%	26%	6	15	?	10%
NS(=O)(=O)c1cccc(NC(=O)CSc2nnc(-c3ccccc3F)n2C2CC2)c1	-8%	-13%	8	-15	6%	1%
O=[N+]([O-])c1cc(Br)c(O)c(C=Nc2ccc(N3CCOCC3)cc2)c1	?	5%	11	27	30%	?
CN(Cc1ccccc1)C(=O)CN1C(=O)NC(C)(c2ccc(Cl)cc2)C1=O (stereo unspecified)	12%	19%	-2	26	25%	-4%
The listing continues:
SMILES	FBPA Giardia inh	HCV inhibitor	Cycloheximide cs	Shiga toxin inh	Pf growth 96h	Pf growth 48h
COCCOC(=O)c1c(NC(=O)CN2c3ccccc3CC2C)sc(C(N)=O)c1C (stereo unspecified)	-6%	?	6	-9	?	12µM*
O=C(c1ccccc1)N1CCCC(C(=O)N2CCCCCC2)C1 (stereo unspecified)	16%[12.9 µM]	23%	7	-2	?	?
CC1CC(C)CN(CC(=O)Nc2ccc3c(c2)OCCO3)C1 (stereo unspecified)	-30%	14%	48*	74*	31%[activator]	-2%
Cc1cc(/C=C(/C#N)C(=O)O)c(C)n1CCC(C)C	18%	12%	-3	0	5%	3%
O=C1CNCc2[nH]c3ccccc3c2N1c1ccccc1	-14%	-9%	1	-3	·	44%[activator]
COC(=O)CSc1nc2sc3c(c2c(=O)n1-c1ccc(OC)cc1)CCN(C)C3	?	-26%	-2	-14	5.2µM*	6.6µM*
COc1ccc(C/C(N)=N/n2cnnc2)cc1	3%	7%	-2	-3	-6%	17%
Cc1cccc(NS(=O)(=O)c2cc3c(cc2C)N(C)CCO3)c1	6%	-21%	7	3	26%	-7%
O=C(c1ccc(-c2ccccc2Cl)o1)N1CCC1	·	?	·	·	23%	77%[activator]
CC(C)(C)OC(=O)COc1cc(O)c2c(=O)cc(-c3ccccc3)oc2c1	-2%	?	0	-18	?	?

Quoted from the listing.
COC(=O)CSc1nc2sc3c(c2c(=O)n1-c1ccc(OC)cc1)CCN(C)C3 in Pf growth 96h = 5.2µM*
COc1ccc(C/C(N)=N/n2cnnc2)cc1 in Pf growth 48h = 17%
O=C(c1ccc(-c2ccccc2Cl)o1)N1CCC1 in Pf growth 96h = 23%
O=C1CNCc2[nH]c3ccccc3c2N1c1ccccc1 in Shiga toxin inh = -3
Cc1cccc(NS(=O)(=O)c2cc3c(cc2C)N(C)CCO3)c1 in Cycloheximide cs = 7
Cc1cc(/C=C(/C#N)C(=O)O)c(C)n1CCC(C)C in Shiga toxin inh = 0
O=C(c1ccccc1)N1CCCC(C(=O)N2CCCCCC2)C1 (stereo unspecified) in Cycloheximide cs = 7

Later entries
SMILES	FBPA Giardia inh	HCV inhibitor	Cycloheximide cs	Shiga toxin inh	Pf growth 96h	Pf growth 48h
COC(=O)c1coc(-c2ccc(OC)cc2)c1C(=O)OC	4%	?	43*	71	120%[activator]	·
COc1ccc(OC)c(NC(=O)CSC2=NCCS2)c1	-8%	-1%	-1	-11	·	1%
COc1ccc(/C=C(\CC(=O)O)c2nc3ccccc3s2)cc1O	23%	-17%	26	72*	0%	63%[activator]
COc1ccc(C2/C=C\CN(Cc3ccco3)C(C)C(=O)N2Cc2ccc(F)cc2)cc1 (stereo unspecified)	-4%	·	11	-3	·	·
CC(=O)Nc1ccc(OCC(O)CN2CCN(c3ccc(C)c(Cl)c3)CC2)cc1 (stereo unspecified)	2%	-26%	-3	-17	·	·
COc1ccc(C2=CSC3=NCCN23)cc1OC	-29%	13%	-1	·	-23%	?
COC(=O)c1cc(NS(=O)(=O)c2ccc(N3CCOCC3)c(NC(C)=O)c2)cc(C(=O)OC)c1	7%	7%	-4	-6	?	2%
CCOC(=O)CCn1cc(F)c(=O)n(Cc2ccccc2)c1=O	0%	?	1	-19	15%	1%
Cc1ccc(N2CCN(C3=NC(=O)C(Cc4ccccc4)S3)CC2)cc1 (stereo unspecified)	3%	-15%	-1	-9	?	?
Cc1ccc(N=C2SC(C(=O)Nc3ccc(OC(F)(F)F)cc3)C(N)=C2C(=O)Nc2c(C)cc(C)cc2C)cc1 (stereo unspecified)	-7%	?	-2	13	12µM*	?

Random excerpt: three records from the list.
SMILES	FBPA Giardia inh	HCV inhibitor	Cycloheximide cs	Shiga toxin inh	Pf growth 96h	Pf growth 48h
COc1ccc(C2=CSC3=NCCN23)cc1OC	-29%	13%	-1	·	-23%	?
COc1ccc(OC)c(NC(=O)CSC2=NCCS2)c1	-8%	-1%	-1	-11	·	1%
CC(=O)Nc1ccc(OCC(O)CN2CCN(c3ccc(C)c(Cl)c3)CC2)cc1 (stereo unspecified)	2%	-26%	-3	-17	·	·

More results.
SMILES	FBPA Giardia inh	HCV inhibitor	Cycloheximide cs	Shiga toxin inh	Pf growth 96h	Pf growth 48h
COc1cc2c(c(OC)c1)C(=O)OC(C)CCCC(=O)CCCCC2 (stereo unspecified)	-4%	-1%	-11	-9	?	?
CCOC(=O)c1cccc(NC(=O)CN2CCN(c3ccc(OC)cc3)CC2)c1	-3%	4%	-4	-4	25%	?
COC(=O)C1CCN(C(=O)COC(=O)COc2ccc(C#N)cc2)CC1	2%	13%	-1	-10	-10%	4%
CN(CC(=O)Nc1ccc(Cl)cc1)C(=O)c1ccc(COc2ccccc2)cc1	·	?	·	·	7%	11%
N#Cc1ccc(C(=O)OCC(=O)N2CCCC2)cc1	3%	8%	4	3	13%	6%
COc1ccc(-c2noc(C(=O)NCc3ccc(F)cc3)n2)cc1OC	1%	4%	-2	-6	12%	3%
NC(=O)c1cc2cc(Br)ccc2o/c1=N/NC(=O)c1cccc(F)c1	9%	7%	-1	13	-21%	20%
CCC(C)C(NC(=O)C1CCC(C)CC1)C(=O)NC1CCN(Cc2ccccc2)CC1 (stereo unspecified)	1%	·	1	4	?	20%
CCCCC1C2C(=O)N(c3ccc(C)cc3)C(=O)C2ON1c1ccccc1 (stereo unspecified)	-4%	-15%	35*	104*	0%	39%[activator]
